Source: PubChem
Rtt109 Vps75: inhibitors of C. albicans Rtt109/Vps75 HAT, primary screen, biochemical, ThioGlo CoA-SH fluorescence, plate reader; inhibition, % at 34.9 µM; purified Rtt109/Vps75, 4 h; hit rate 0.16% among 330,000;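 active means inhibition of at least 50% in every replicate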
Target sequence (Q5AAJ8 whole entry, looked up): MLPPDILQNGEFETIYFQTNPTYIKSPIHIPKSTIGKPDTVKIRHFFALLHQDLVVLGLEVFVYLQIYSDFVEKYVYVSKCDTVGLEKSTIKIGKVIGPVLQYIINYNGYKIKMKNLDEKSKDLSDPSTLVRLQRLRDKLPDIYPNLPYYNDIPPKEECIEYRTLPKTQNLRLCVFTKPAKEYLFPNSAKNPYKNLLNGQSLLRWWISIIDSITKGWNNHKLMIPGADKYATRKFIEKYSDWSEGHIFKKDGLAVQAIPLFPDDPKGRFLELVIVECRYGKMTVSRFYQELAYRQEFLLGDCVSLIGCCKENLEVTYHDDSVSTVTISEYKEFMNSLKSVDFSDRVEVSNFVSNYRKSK
CAL PDZ FP-1: untagged CAL PDZ binding inhibitors, primary screen, biochemical, fluorescence polarization, HTS; AID 602252, 2012; hit rate 0.92% among 300,000; inhibition, % at 24.9 µM; Golgi-associated PDZ and coiled-coil motif-containing protein (Homo sapiens), Q9HD26; purified CAL PDZ, TMR-peptide fluorescence polarization, 1 h;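 active means mean inhibition of at least 30% with at least half of replicates also reaching 30%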;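 further: 0% = DMSO neutral control and 100% = excess unlabeled competitor peptide PRC23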
Wnt bcat act: Wnt/beta-catenin pathway activators, primary screen, cell-based, plate reader, single point. activation, % at 9.35 µM. Wnt/beta-catenin reporter cell assay, activator. AID 743398, 2014. hit rate 1.2% among 300,000; in the data active means activation above about 30%, passing the limit was not always enough;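 further: 0% = neutral control wells and 100% = positive control wells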
RTF Ca sens act: cardiac RTF calcium sensitivity activators, primary screen, biochemical, IANBD-TnC fluorescence, EC20 calcium; Troponin I, cardiac muscle (Homo sapiens) + Troponin T, cardiac muscle (Homo sapiens) + …; IANBD-labeled TnC RTF fluorescence at EC20 calcium; 0% EC20 calcium, 100% full calcium; activation, % at 7.2 µM; hit rate 0.24% among 340,000;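 active means activation above the mean over all tested compounds plus 3 SD, cut at about 30% in these data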;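 further: rise in fluorescence read as greater calcium sensitivity of cardiac thin filaments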
Tat transport: E. coli Tat export inhibitors, primary screen, MC4100, TorA-mCherry reporter, fluorescence, single point; inhibition, % at 10 µM; hit rate 0.036% among 340,000; AID 488895, 2010;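 active means mean replicate inhibition at least 50% and at least half of replicates individually reaching 50%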;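 further: exported cargo escapes ClpAP degradation while cytoplasmic cargo is degraded and loses fluorescence; 0% = median of neutral control wells and 100% = median of NaSCN control wells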
V-ATPase pHluor: regulators of yeast V-ATPase proton pumping, primary screen, pHLuorin cytosolic pH fluorescence; S. cerevisiae; response, % at 10 µM; hit rate 0.37% among 350,000; in the data active means response mostly above about 7.3%, no sharp cut-off; inactive means mostly below about 5.4%; further: actives read high; inactives centre near 0; some compounds called inactive have numbers as strong as hits
CAL PDZ FP-2: CAL PDZ peptide-binding inhibitors, primary screen, biochemical, fluorescence polarization, Cer-tagged CAL PDZ, HTS | purified CAL PDZ, TMR-peptide fluorescence polarization, 1 h | inhibition, % at 20 µM | hit rate 0.02% among 330,000 | AID 504414, 2011;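 active means highest replicate inhibition of at least 40%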;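 further: plate controls were DMSO neutral control wells for no effect and unlabeled competitor peptide control wells for full effect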
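Material – purified CerCALP PDZ construct · Detection – FP readout, S and P plane fluorescence · Measure – percent inhibition from loss of millipolarization · Controls – unlabelled peptide for full inhibition, DMSO wells as neutral · Probe or stimulus – TMR-labelled reporter peptide T*-PRC34 bound in PDZ groove · Times – 1 h at RT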
MITF act: activators of MITF-driven TRPM1 promoter reporter, primary screen, cell-based, SK-MEL-5, luciferase, single point; SK-MEL-5 TRPM1-promoter luciferase, 24 h; % of positive control, neutral wells = 0; activation, % at 12.5 µM; hit rate 0.75% among 300,000; AID 588334, 2011;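 active means mean activation of at least 80% with every replicate also reaching 80%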;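 further: 0% = neutral control wells and 100% = parthenolide positive control wells; values of inactives mirror those of a sister screen read the other way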
dFosB act: activators of delta FosB homodimer, primary screen, biochemical, fluorescence polarization, TAMRA-CDK5 oligo, single point; Protein FosB (Mus musculus), P13346; purified delta FosB; percent of positive-control signal above neutral wells; activation, % at 25 µM; hit rate 0.99% among 340,000; AID 493131, 2011;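 active means mean activation above about 17%, with every replicate also reaching it, limit read from the data, passing the limit was not always enough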;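 further: fluorescence polarization rise as delta FosB binds a TAMRA Cdk5 AP-1 oligo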
CDK5 p35 inh: inhibitors of human CDK5/p35 kinase, primary screen, biochemical, single concentration; Cyclin-dependent kinase 5 (Homo sapiens) + Cyclin-dependent kinase 5 activator 1 (Homo …; Recombinant CDK5/p35, ADP-Glo luminescence, 60 min; inhibition, % at 10 µM; hit rate 0.01% among 330,000; AID 488839, 2010;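 active means highest replicate inhibition of at least 50% and at least 75% of replicates reaching 50%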;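 further: plate controls were DMSO neutral control for no effect and GW8510 at 10 µM for full effect; many of its hits are not listed in these tables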
Target sequence (Q00535 whole entry, looked up): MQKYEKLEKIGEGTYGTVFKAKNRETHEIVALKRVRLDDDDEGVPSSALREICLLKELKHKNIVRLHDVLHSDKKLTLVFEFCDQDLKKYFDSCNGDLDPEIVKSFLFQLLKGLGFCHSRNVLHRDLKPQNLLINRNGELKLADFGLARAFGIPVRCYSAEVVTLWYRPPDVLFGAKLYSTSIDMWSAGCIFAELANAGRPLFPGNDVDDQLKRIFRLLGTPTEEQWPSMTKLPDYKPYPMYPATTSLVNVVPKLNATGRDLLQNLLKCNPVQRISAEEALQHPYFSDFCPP
Target sequence (Q15078 whole entry, looked up): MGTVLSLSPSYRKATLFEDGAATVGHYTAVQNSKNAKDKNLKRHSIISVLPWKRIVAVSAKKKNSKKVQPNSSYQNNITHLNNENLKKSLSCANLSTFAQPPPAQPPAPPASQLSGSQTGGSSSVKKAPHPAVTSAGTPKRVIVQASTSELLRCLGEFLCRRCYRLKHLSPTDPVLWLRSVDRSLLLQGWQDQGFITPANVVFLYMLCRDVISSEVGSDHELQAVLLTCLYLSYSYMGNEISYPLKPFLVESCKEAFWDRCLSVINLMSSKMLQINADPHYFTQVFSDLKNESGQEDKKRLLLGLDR
Active calls of the source: *; nt = not tested or not shown; + = active, no number. An unsorted share of the library. About 4.1% of those tested had a hit in this group.

SMILES | Rtt109 Vps75 | CAL PDZ FP-1 | Wnt bcat act | RTF Ca sens act | Tat transport | V-ATPase pHluor | CAL PDZ FP-2 | MITF act | dFosB act | CDK5 p35 inh
Cc1ccccc1-c1nc(CS(=O)(=O)CC(=O)NCc2ccco2)c(C)o1 | -6 | -3 | -2 | 6 | 1 | 0 | -3.2 | -1 | -11 | 1.5
Cc1csc(NC(=O)CS(=O)(=O)c2ccccc2)n1 | 13 | 0 | 5 | 7 | -5 | -3 | -1.7 | 3 | -5 | 0.8
O=C(NCc1cccnc1)C1CC2c3ccccc3C1c1ccccc12 (stereo unspecified) | 7 | -3 | -2 | -13 | 4 | 8 | -2.1 | nt | -4 | 2.2
CC(=O)OC1COC(OC(C)=O)CO1 (stereo unspecified) | -1 | 5 | -2 | 2 | -4 | -2 | -2.5 | -8 | -11 | 2.2
CCCC(c1nnnn1CCOC)N(Cc1cc2cc(C)c(C)cc2[nH]c1=O)CC1CCCO1 (stereo unspecified) | -2 | -4 | -2 | -3 | 0 | 7 | 0.6 | 4 | -3 | 2.1
O=C(O/N=C1/CCSc2ccccc21)c1ccc(F)cc1 | 1 | nt | -1 | 1 | 7 | -5 | -2.8 | 2 | -13 | 0.9
CC1CCN(c2nncc3ccccc23)CC1 | -24 | -7 | nt | 6 | 7 | 0 | nt | 9 | -8 | -0.8
O=C(O)c1ccc(/C=C/c2nc3ccccc3c(=O)[nH]2)cc1 | 3 | + | 0 | 1 | -10 | 1 | 1.7 | -15 | -5 | 2.4
COc1ccc(C(=O)COC(=O)CNC(=O)c2cccc(OC(F)F)c2)cc1 | 5 | -3 | 0 | 1 | -8 | 1 | -2.2 | -5 | -3 | 0.7
COc1ccccc1NS(=O)(=O)c1cc(NC(=O)c2cc3ccccc3oc2=O)ccc1C | -11 | -3 | nt | 23 | 20 | -3 | -2.1 | 16 | 1 | -1.4
Cc1nc2ccccc2c2c1C(=O)N(C1CCCCCCC1)C2=O | 0 | -2 | nt | 5 | -1 | 4 | -2.3 | nt | 8 | -1.3
O=C(c1cccc(S(=O)(=O)N2CCN(c3ccccc3)CC2)c1)N1CCCC(C(F)(F)F)C1 (stereo unspecified) | -6 | -3 | -7 | -13 | -2 | 4 | -1.2 | -27 | -6 | -2.4
Cc1cccc(-c2nnc(SCCC(=O)N3CCOCC3)o2)c1 | -1 | -3 | nt | 0 | -6 | 1 | 0.0 | -8 | -4 | 2.4
Cc1cc(C)cc(NS(=O)(=O)c2cccs2)c1 | -5 | -8 | -1 | 2 | -7 | -1 | -0.2 | -7 | 0 | -0.3
Cc1ccc(CSc2nc(N)cc(N)n2)cc1 | 2 | -6 | 4 | 0 | 12 | -4 | nt | 56 | 0 | 0.6
Cc1noc(C)c1NC(=O)N(C)C[C@@H]1Oc2ccc(NC(=O)C3CCCCC3)cc2C(=O)N([C@@H](C)CO)C[C@H]1C | 0 | -2 | -2 | -5 | -43 | -2 | -0.5 | 8 | 5 | -0.5
Nc1cccc2c1C(=O)N(C(=O)c1cccc(S(=O)(=O)N3CCCCCC3)c1)C2=O | -9 | -3 | -9 | 0 | 6 | 3 | 1.2 | 3 | -10 | 1.4
CCOC(=O)c1c(NC(=O)CC2SC(N)=NC2=O)sc2c1CCC(C)C2 (stereo unspecified) | -2 | -5 | -2 | -2 | 15 | 1 | -1.4 | -11 | -3 | -0.6
CC(CC(=O)Nc1nnc(C(C)(C)C)s1)c1ccccc1 (stereo unspecified) | -1 | -11 | 0 | -2 | 2 | 8 | -0.7 | nt | -3 | 2.1
CCOC(=O)N1CCC(=NNc2nc(C)cc(=O)[nH]2)CC1 | -12 | -2 | 1 | -2 | -4 | -3 | 5.9 | -12 | -3 | -0.7
CN1CC=C2C(C#N)=C(N)C(C#N)(C#N)[C@H](c3ccoc3)[C@H]2C1 | -8 | -7 | nt | 50* | -6 | 1 | -0.2 | -6 | 2 | 2.7
C=CCc1cc(Cl)ccc1OCCN(C)C | -6 | nt | -3 | -5 | -1 | 10 | -2.1 | -2 | -1 | 2.7
CC1=NNC(=O)C1Cc1ccc(F)cc1 (stereo unspecified) | 12 | -1 | 0 | 0 | 0 | -3 | 0.5 | nt | -1 | -0.6
CCCN1C2CCCC1CC(NC(=S)Nc1ccc(OC)cc1)C2 (stereo unspecified) | -5 | nt | -1 | -5 | -3 | -1 | -0.4 | 0 | -4 | 0.4
O=C(O)c1ccc(N2C(=O)/C(=C\c3ccccc3)N=C2c2ccccc2)cc1 | 12 | -3 | -1 | 0 | -4 | -1 | -1.9 | 3 | -9 | 0.0
SMILES | Rtt109 Vps75 | CAL PDZ FP-1 | Wnt bcat act | RTF Ca sens act | Tat transport | V-ATPase pHluor | CAL PDZ FP-2 | MITF act | dFosB act | CDK5 p35 inh
COCCn1c(SCC(=O)Nc2cc(C)on2)nc2ccccc21 | 4 | -3 | -1 | 2 | -4 | -1 | -0.5 | -2 | -4 | 0.0
Cc1ccc(NC(=O)N2C(=O)C3(OCCO3)c3ccccc32)cc1 | 2 | nt | nt | 0 | -9 | -7 | 0.8 | 71 | 5 | -0.5
COc1cc(C)ccc1OCCOCCN(C)Cc1ccccc1 | -2 | -2 | nt | -3 | 20 | 0 | -0.3 | 7 | 2 | -0.6
Cc1c(OCC(=O)N2CCC(C(N)=O)CC2)ccc2c3c(c(=O)oc12)CCCC3 | -2 | -2 | -1 | 3 | -7 | -3 | 0.6 | 9 | -18 | -1.2
CN(C)S(=O)(=O)c1ccc(C(=O)NNC(=O)C23CC4CC(CC(C4)C2)C3)cc1 | -4 | nt | -2 | -1 | -3 | -6 | 0.2 | 7 | 3 | -1.8
COc1ccccc1N1CCN(S(=O)(=O)CCNC(=O)C2CC(=O)N(c3ccccc3)C2)CC1 (stereo unspecified) | -10 | nt | -2 | 0 | -7 | 1 | 0.2 | -15 | -1 | 0.1
Cc1nc(SCC(=O)NCC2CCCO2)c2c3c(sc2n1)CCC3 (stereo unspecified) | 3 | 0 | 2 | 0 | -2 | 1 | -4.2 | 0 | -8 | -0.4
CCN1C(=O)[C@H]2[C@@H](c3ccc(Cl)cc3)N3C(=O)CN(CC4CC4)C(=O)[C@@]3(C)[C@H]2C1=O | 2 | 0 | 6 | -3 | -2 | 4 | -0.1 | 4 | -2 | 0.6
COc1ccc(C(=O)NC(=S)NCc2ccccc2)cc1OC | -3 | -2 | -2 | 0 | 2 | -1 | 0.2 | 2 | -10 | -9.2
CC(C)C(C)NC(=O)COc1ccc(-c2ccccc2)cc1 (stereo unspecified) | -3 | -2 | 8 | 4 | 5 | 0 | -3.2 | 11 | 2 | -1.1
COc1ccc(CN2CCNC(=O)C2CC(=O)NCc2cnn(C)c2)cc1OC (stereo unspecified) | -1 | -1 | -1 | -1 | 4 | 0 | -3.1 | -7 | -1 | -2.5
Cc1ccccc1NC(=O)COC(=O)c1ccc2c(c1)OCCO2 | -3 | -3 | 2 | -3 | 6 | -1 | -3.5 | -2 | 16 | -0.2
O=C(CN(CC1CCCO1)C(=O)CNS(=O)(=O)c1ccc(F)cc1)NCc1ccc(F)cc1 (stereo unspecified) | -9 | -2 | -2 | 1 | -19 | -3 | -0.3 | nt | 0 | 1.4
C[C@H]1CN(S(=O)C(C)(C)C)[C@H](CCO)/C1=C\c1ccccc1 (stereo partly specified) | -2 | 1 | -3 | -11 | 0 | -3 | -1.2 | 4 | 6 | 12
COc1ccccc1CNC(=O)C1CC(c2ccc([N+](=O)[O-])cc2)=NO1 (stereo unspecified) | 4 | -4 | 14 | 0 | 8 | -2 | 0.3 | 22 | -4 | -1.4
O=C1c2ccccc2C(=O)N1CCSc1n[nH]c(=S)s1 | -2 | -13 | nt | 1 | 1 | 0 | -0.8 | 4 | -2 | 1.2
COCCOC(=O)c1cc(C(=O)c2cc(F)ccc2O)coc1=N | -71 | -1 | 2 | -2 | -1 | -6 | -2.9 | -3 | 0 | 0.6
COc1ccc(Cn2nnnc2C(c2cc(OC)ccc2OC)N2CCC(C(N)=O)CC2)cc1 (stereo unspecified) | -8 | -3 | nt | -2 | 6 | -3 | 0.0 | -3 | 1 | -3.2
Clc1ccc(SCc2cc(-c3ccccc3)no2)cc1 | -5 | -2 | nt | 2 | 1 | 0 | 0.6 | 23 | 8 | -0.8
CCOC(=O)C1=C(c2ccccc2)NC(SC)=C(C#N)C1c1cccnc1 (stereo unspecified) | nt | -1 | nt | -1 | 3 | -4 | -2.3 | -2 | -6 | 1.4
O=C(Nc1ccc(S(=O)(=O)N2CCOCC2)cc1)c1cc(S(=O)(=O)N2CCOCC2)ccc1Cl | 4 | -6 | -4 | 1 | 0 | 4 | -0.1 | -10 | -6 | -0.1
CCCCNC(=O)C1=C(N)C(C(=O)Nc2ccc(C)c(S(=O)(=O)N3CCCCC3)c2)SC1=Nc1ccc(C)cc1C (stereo unspecified) | 23 | -2 | -11 | 0 | 0 | -10 | -1.3 | 3 | -17 | -1.3
CC(=O)N(C)c1nc(-c2ccc(Cl)cc2)cs1 | -2 | -3 | nt | 4 | -1 | -9 | -0.7 | 57 | 4 | -1.1

Ordered by length of the SMILES (ascending): some entries from above
SMILES | Rtt109 Vps75 | CAL PDZ FP-1 | Wnt bcat act | RTF Ca sens act | Tat transport | V-ATPase pHluor | CAL PDZ FP-2 | MITF act | dFosB act | CDK5 p35 inh
COCCn1c(SCC(=O)Nc2cc(C)on2)nc2ccccc21 | 4 | -3 | -1 | 2 | -4 | -1 | -0.5 | -2 | -4 | 0.0
COCCOC(=O)c1cc(C(=O)c2cc(F)ccc2O)coc1=N | -71 | -1 | 2 | -2 | -1 | -6 | -2.9 | -3 | 0 | 0.6
Cc1ccc(NC(=O)N2C(=O)C3(OCCO3)c3ccccc32)cc1 | 2 | nt | nt | 0 | -9 | -7 | 0.8 | 71 | 5 | -0.5
COc1ccccc1CNC(=O)C1CC(c2ccc([N+](=O)[O-])cc2)=NO1 (stereo unspecified) | 4 | -4 | 14 | 0 | 8 | -2 | 0.3 | 22 | -4 | -1.4
COc1ccc(Cn2nnnc2C(c2cc(OC)ccc2OC)N2CCC(C(N)=O)CC2)cc1 (stereo unspecified) | -8 | -3 | nt | -2 | 6 | -3 | 0.0 | -3 | 1 | -3.2
O=C(CN(CC1CCCO1)C(=O)CNS(=O)(=O)c1ccc(F)cc1)NCc1ccc(F)cc1 (stereo unspecified) | -9 | -2 | -2 | 1 | -19 | -3 | -0.3 | nt | 0 | 1.4
COc1ccccc1N1CCN(S(=O)(=O)CCNC(=O)C2CC(=O)N(c3ccccc3)C2)CC1 (stereo unspecified) | -10 | nt | -2 | 0 | -7 | 1 | 0.2 | -15 | -1 | 0.1
